Screening results deposited in PubChem BioAssay by several laboratories.
Kir21 inh = inhibitors of mouse Kir2.1 inward-rectifier potassium channel. B-score at 10 µM. Inward rectifier potassium channel 2 (Mus musculus), P35561. HEK293-Kir2.1, FluxOR thallium flux fluorescence; hits give low values. hit rate 0.85% among 310,000;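 active means fluorescence ratio B-score at or below minus 3 SD of library scores, with starting-brightness B-score within 2 SD, cut at about -4.2 in these data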;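 further: channel flux triggered by added potassium and thallium sulfate stimulus; B-score of peak minus minimum fluorescence over baseline after thallium stimulus; more negative B-score means stronger Kir2.1 block with less thallium influx; some compounds called inactive have numbers as strong as hits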
Target sequence (P35561 whole entry, looked up): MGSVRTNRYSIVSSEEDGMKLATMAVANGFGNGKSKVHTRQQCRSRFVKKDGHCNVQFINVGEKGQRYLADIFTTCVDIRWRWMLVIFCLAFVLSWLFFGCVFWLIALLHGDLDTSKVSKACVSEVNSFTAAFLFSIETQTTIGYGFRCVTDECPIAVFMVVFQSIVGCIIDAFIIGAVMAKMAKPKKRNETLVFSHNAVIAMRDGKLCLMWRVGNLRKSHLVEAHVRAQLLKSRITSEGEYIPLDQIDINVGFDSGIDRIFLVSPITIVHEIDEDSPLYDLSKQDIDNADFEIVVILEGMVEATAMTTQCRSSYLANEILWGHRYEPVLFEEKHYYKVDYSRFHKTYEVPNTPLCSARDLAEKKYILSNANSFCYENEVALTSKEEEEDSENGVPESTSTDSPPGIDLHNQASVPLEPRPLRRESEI
STK33 kinase inh = inhibitors of purified STK33 kinase, primary screen, biochemical, ADP-Glo luminescence, homogeneous, cell-free; Serine/threonine-protein kinase 33 (Homo sapiens), Q9BYT3; MBP phosphorylation; inhibition, % at 10 µM; hit rate 0.073% among 320,000; AID 2661, 2010;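 active means inhibition at or above 25%, using the most active replicate where run in duplicate; inactive means inhibition below 25%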
Target sequence (Q9BYT3 whole entry, looked up): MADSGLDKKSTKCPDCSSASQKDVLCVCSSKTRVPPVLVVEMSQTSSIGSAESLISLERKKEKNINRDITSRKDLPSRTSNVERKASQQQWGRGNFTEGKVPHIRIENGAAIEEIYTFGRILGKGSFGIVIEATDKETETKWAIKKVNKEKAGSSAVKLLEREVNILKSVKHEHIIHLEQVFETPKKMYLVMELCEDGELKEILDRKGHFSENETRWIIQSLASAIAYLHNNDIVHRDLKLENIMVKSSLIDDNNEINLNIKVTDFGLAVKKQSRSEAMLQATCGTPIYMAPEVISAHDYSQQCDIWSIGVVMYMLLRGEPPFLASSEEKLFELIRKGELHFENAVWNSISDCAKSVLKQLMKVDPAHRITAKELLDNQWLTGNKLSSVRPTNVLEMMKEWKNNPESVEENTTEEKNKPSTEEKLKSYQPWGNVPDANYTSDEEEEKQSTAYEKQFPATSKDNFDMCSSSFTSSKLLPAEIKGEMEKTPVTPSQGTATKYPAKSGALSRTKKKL
* marks the source's active call; other numbers are inactive results; · = no result given.

Molecule	Kir21 inh	STK33 kinase inh
C=C(C)Cn1c(NCCOC)nc2c1c(=O)[nH]c(=O)n2C	-1.2	-0.9
CC1CCN(Cc2nnnn2CCCC(=O)NC(c2ccccn2)C(F)(F)F)CC1 (stereo not given)	-0.37	-0.8
O=C(CCc1ccccc1)Nc1ncc([N+](=O)[O-])s1	0.69	-0.8
COc1cc2c(cc1OC)CN(C(=O)CSc1n[nH]c(N)n1)CC2	1.67	-0.9
CCOC(=O)C1CCCN(C(=O)c2cn(-c3ccccc3)nc2-c2cccnc2)C1 (stereo not given)	1.12	-1.4
COc1cc(NS(=O)(=O)c2ccc(N)cc2)nc(OC)n1	-0.08	-2.4
O=C(/C=C/c1ccc([N+](=O)[O-])cc1)NNC(=O)C1CC1	-3.41	-0.3
Cc1[nH]n(-c2ccccc2)c(=O)c1C=Nc1cccc(F)c1	-0.62	7.7
S=C(NCc1ccco1)NCc1ccccc1Cl	-0.43	-0.8
CC(C)CC(NS(=O)(=O)c1ccc2c(c1)oc(=O)n2C)C(=O)N1CC=C(c2ccccc2)CC1 (stereo not given)	·	0.3
CCOc1ccc(NC(=O)CN(C)C(=O)c2cc(-c3cccs3)nn2-c2ccccc2)cc1OCC	1.9	-2.4
COc1cccc(CN(CC2CCCO2)C(=O)c2cc3ccccc3oc2=O)c1 (stereo not given)	0.1	-1.4
O=C(c1oc2ccccc2c1CSCc1ccccc1)N1CCN(c2ncccn2)CC1	-0.13	-1.6
Cc1noc(C)c1CSc1nc2ccccc2n1C	1.11	0.6
CC1CN(C(=O)C(c2ccccc2)c2ccccc2)CC(C)O1 (stereo not given)	3.04	0.6
O=C(NC1CCCCC1)N1CCCC(c2nc(-c3ccc(S(=O)(=O)N4CCCC4)cc3)no2)C1 (stereo not given)	-0.05	0.3
CC(C)(C)NCC(=O)N/N=C/c1ccc(OCc2ccccc2)cc1	-4.31*	-0.2
Cc1cccc(N2C(=O)CS/C2=N\NC(=O)c2ccc(Cl)cc2)c1C	0.92	-0.9
COc1ccc(NC(=O)c2cc(-c3cc(Cl)ccc3O)n[nH]2)c(OC)c1	1.65	-0.7
CN(Cc1ccccc1)C(=O)CN1CCN(S(=O)(=O)c2ccc(Cl)c(Cl)c2)CC1	·	0.1
Cc1ccc(/C=N/NC(=O)CNC(=O)COc2ccccc2)o1	0.25	-0.6
Cc1cc(C)cc(NCC(=O)Nc2c(C)cccc2C)c1	-0.13	-1.0
C[C@H](CO)N1C[C@H](C)[C@@H](CN(C)S(=O)(=O)c2cccs2)Oc2c(NC(=O)CCC(F)(F)F)cccc2C1=O	·	-1.3
CC(/C=C/c1ccccc1)=N\NC(=S)NC(C)C	1.34	-0.1
CCN(CC)S(=O)(=O)c1cccc(-c2n[nH]c(=S)n2/N=C/c2ccc(Br)cc2)c1	1.93	-1.4
COc1ccc(OC)c(CCNC(=O)CS(=O)(=O)Cc2nc(-c3ccccc3C)oc2C)c1	-0.73	-1.3
CCc1nc(C)cc(N)c1OCc1ccccc1	-0.55	1.6
COc1ccccc1OCC(=O)Nc1nc2c(s1)CCCC2	0.62	·
N#C/C(=C\c1cn(CCOc2ccccc2)c2ccccc12)C(=O)NCc1ccco1	-0.87	2.6
CC(Sc1nc2ccccc2s1)C(=O)NCc1ccc2c(c1)OCO2 (stereo not given)	-1.47	0.3
CC(OC(=O)C1CSC2(C)CCC(=O)N12)C(=O)Nc1ccc(F)cc1 (stereo not given)	·	4.1
CC(C)c1ccc(N2CC(C)(C)C2=O)cc1	-1.52	-3.5
O=C(Nc1cccc(S(=O)(=O)N2CCOCC2)c1)[C@@H]1CCCN1S(=O)(=O)c1ccc(Cl)cc1	0.99	-2.1
CCn1cc(C(=O)Nc2ccc(C)c([N+](=O)[O-])c2)cn1	0.31	-0.5
CC(C)=NNc1nc(-c2ccccc2)c(C)s1	1.47	-1.0
COc1ccc(OC)c(N2C(=O)CC(C(C)c3ccccc3)C2=O)c1 (stereo not given)	-3.14	-0.9
COc1ccc(OCc2cc(=O)[nH]c3ccccc23)cc1	0.08	-0.1
CCn1c(SCC(=O)NCc2ccco2)nnc1C1CCCC1	-0.8	0.4
CNc1nc2c3ccccc3n(C(C)=O)c2s1	0.9	-0.6
CS(=O)(=O)c1ccccc1C(=O)Nc1ccc(S(=O)(=O)N2CCCC2)cc1	·	-0.5
c1ccc(Cn2c(CN3CCCC3)nc3ccccc32)cc1	-2.08	-2.3
CCOC(=O)c1sc(NC(=O)C2CC(=O)N(c3ccc(OCC)cc3)C2)nc1C (stereo not given)	1.94	0.4
Cc1ccc(-n2c(C)cc(C(=O)CN3CCOCC3)c2C)cc1	1.09	-2.5
CC(=O)Nc1cc(-c2ccc(Cl)cc2)nn1-c1ccccc1	1.23	-1.4
CCOc1cc(C(=O)N2CCCN(C)CC2)cc(OCC)c1OCC	3.64	-3.3
COc1ccccc1N1CCN(C(=O)Nc2ccc([N+](=O)[O-])cc2)CC1	-0.19	-1.3
O=C(Nc1cccnc1)c1ccccc1-c1ccccc1	-2.36	3.2
COc1cccc(-c2noc(CCCC(=O)NC3CCCC3)n2)c1	-0.76	·
Cn1c(CCN2CCOCC2)nc2cc(NC(=O)COc3ccc(Cl)cc3)ccc21	0.94	-0.1
Cc1cccc2c1-c1sc(C(=O)Nc3cccnc3)cc1CO2	0.6	0.5
CCc1ccc2c(CN(C)Cc3ccccc3OC)cc(=O)oc2c1	0.39	-5.1
Cc1ccc(OCC(=O)O/N=C(\N)Cc2cccs2)cc1C	-0.5	0.5
O=C(NNC(=O)c1cccc([N+](=O)[O-])c1)c1ccncc1	0.88	-0.5
N#Cc1cc2c(nc1SCc1nc3ccccc3[nH]1)CCC2	0.29	1.2
CCc1noc(C)c1C(=O)OCC(=O)Nc1ccc2c(c1)OCO2	·	-0.7
N#C/C(=C(/O)CN1CCOCC1)c1nc(-c2ccccc2)cs1	0.58	-2.4
O=C(Nc1ccccc1)/C(=C/c1ccccc1)NC(=O)c1ccco1	-0.42	-2.3
Nc1cc(N)nc(SCC(=O)N2CCCCC2)n1	-1.5	1.1
Cc1cc(=O)c(C(=O)Nc2cccc(N3CCCC3=O)c2)nn1-c1ccccc1Cl	·	1.8
COc1ccc(C(=O)N2CCCCC2)cc1S(=O)(=O)Nc1cccc(C(=O)O)c1	-3.47	-1.5

New compounds follow:
Molecule	Kir21 inh	STK33 kinase inh
CCOC(=O)C1CCCN(C(=O)CCCOc2cc(=O)n(C)c3ccccc23)C1 (stereo not given)	1.63	-0.3
CC(CCc1ccccc1)NC(=O)C1CCN(C(=O)c2sccc2-n2cccc2)CC1 (stereo not given)	-0.11	0.6
CCCC(C)c1nnc(NC(=O)C2CC(=O)N(c3ccc(OCC)cc3)C2)s1 (stereo not given)	0.51	-1.1
CCO[C@H]1OC(C(=O)N2CCCCCCC2)=C[C@@H](c2coc3ccccc3c2=O)[C@@H]1CCCO	-1.89	-1.9
CN(C)S(=O)(=O)c1cccc(NC(=S)N/N=C/c2cc(Br)ccc2O)c1	1.63	1.9
CC(C)CC(=O)/C(=C\c1ccc(Cl)cc1Cl)n1cncn1	-8.18*	·
CCN(CC(=O)Nc1ccc2c(c1)OCCO2)S(=O)(=O)c1ccc(C)cc1	0.37	0.3
Cc1ccc(-c2cc(C(F)(F)F)n3nc(C(=O)Nc4ccon4)cc3n2)cc1C	1.99	-1.5
O=C(CCc1ccccc1)Nc1nc2c(F)cc(F)cc2s1	-0.62	0.1
COCc1ccc(C(=O)N(C)CC2CCCN(CCc3ccc(Cl)cc3)C2)o1 (stereo not given)	-0.39	0.6
CC/S(=N\S(=O)(=O)c1ccc(C)cc1)c1ccccc1 (stereo not given)	0.39	-0.1
O=C(CN1C(=O)c2cccnc2Oc2ccc(Cl)cc21)NC1CCCCC1	0.75	-0.4
O=C(NCCc1ccc2c(c1)OCCO2)c1ccccn1	0	-1.3
Cc1ccc(N(C(=O)Cn2nnc3ccccc32)C(C(=O)NCc2ccco2)c2cccnc2)cc1 (stereo not given)	1.06	-1.9
Cn1cccc1C(=O)Nc1ccc(N2CCOCC2)cc1	·	2.9
COc1ccc(NCN2C(=O)C3C4C=CC(C4)C3C2=O)cc1 (stereo not given)	2.23	0.3
COc1ccc(-n2cnnc2SCC(=O)Nc2cccc([N+](=O)[O-])c2)cc1	-2.02	0.0
CCCC(=NCC(=O)O)C1=C(O)C(C(=O)OC)C(C)(C)CC1=O (stereo not given)	0.32	-0.2
O=S1(=O)NC(=NCc2ccco2)c2ccccc21	-0.1	0.5
Cc1ccccc1-n1c(Cn2c(=O)sc3ccccc32)nnc1SCC(=O)NCC1CCCO1 (stereo not given)	·	2.0

Whole records as entered above. Order of values: Kir21 inh, STK33 kinase inh
O=C(NCCc1ccc2c(c1)OCCO2)c1ccccn1 is listed with 0, -1.3
CCOC(=O)C1CCCN(C(=O)CCCOc2cc(=O)n(C)c3ccccc23)C1 (stereo not given) is listed with 1.63, -0.3
CN(C)S(=O)(=O)c1cccc(NC(=S)N/N=C/c2cc(Br)ccc2O)c1 is listed with 1.63, 1.9
Cn1cccc1C(=O)Nc1ccc(N2CCOCC2)cc1 is listed with ·, 2.9
CCO[C@H]1OC(C(=O)N2CCCCCCC2)=C[C@@H](c2coc3ccccc3c2=O)[C@@H]1CCCO is listed with -1.89, -1.9

Carrying on.
Molecule	Kir21 inh	STK33 kinase inh
Cc1ccc2c(c1)-c1ccccc1S(=O)(=O)N2	-0.2	-1.0
Cc1nc2cc(NC(=O)N3CC4(C)CC3CC(C)(C)C4)ccc2n1C (stereo not given)	0.55	-0.1
O=C(c1ccc(S(=O)(=O)Nc2ccccc2F)cc1)N1CCC1	0.12	-0.3
COc1cccc(NS(=O)(=O)c2cc3c4c(c2)CCC(=O)N4CCC3)c1	-0.32	2.1
CSc1ccc(CN2CCCCCC2)cc1	1.24	-2.2
Nc1ccn(-c2ncc(C(F)(F)F)cc2Cl)c(=O)n1	1.27	1.8
CCCS(=O)(=O)N1CCCC(C(=O)NCCN2CCOCC2)C1 (stereo not given)	-1.5	-0.9
CC1(OC(=O)CCc2ccccc2)C(=O)C=C2C=C(c3ccc(C#N)cc3)N(Cc3ccccc3)C=C2C1=O (stereo not given)	-4.56	-1.5
COc1cc(C(=O)OCCc2cc3ccccc3c(=O)o2)cc(OC)c1OC	·	-1.7
COc1ccc(S(=O)(=O)N2CCC(NC(=O)OCc3c(Cl)cccc3Cl)CC2)cc1	0.65	1.2
CCCCOc1ccc(C(=O)NCC(=O)NC(C)CCc2ccccc2)cc1 (stereo not given)	0.51	-4.3
O=C(Cn1nc(C(F)(F)F)cc1C1CC1)Nc1ccccc1F	1.14	-1.7
O=C1c2ccccc2-c2c1cccc2C(=O)N1CCOCC1	-0.48	-2.0
O=C(CCN1C(=O)C2C3C=CC(C3)C2C1=O)Nc1ccccn1 (stereo not given)	0.15	-1.1
O=C(/C=C/c1cccs1)Nc1sc2c(c1C(=O)O)CCCC2	-0.66	0.5
Cc1cc(C)n(-c2cc(-c3ccccc3)nc(C)n2)n1	-1	-1.5
Cc1ccc(P(=O)(CSC(=N)N)c2ccc(C)cc2)cc1	-0.95	1.8
CCCCn1c(N)c(N(CCOC)C(=O)CSCc2ccc(Cl)c(Cl)c2)c(=O)[nH]c1=O	0.04	-1.4
COc1ccc(Cl)cc1NC(=O)CNc1ccccc1N1CCOCC1	0.12	-1.5
Cn1c2cc(C#N)sc2c2cnn(Cc3ccc(F)cc3)c(=O)c21	·	-0.4
COc1ccc(C(=O)c2ccc(Br)cc2)cc1	-0.27	-0.1
O=C(c1cc(-c2ccc(O)cc2)on1)N1CCCCCC1	-0.31	0.7
Cc1ccc(SCC(=O)NCC2COc3ccccc3O2)cc1 (stereo not given)	·	5.1
O=S(=O)(/N=C(/Nc1cccnc1Cl)c1ccccc1)c1ccccc1	·	-0.2
Cc1ccc(NC(=O)C2CCCN(S(=O)(=O)c3c(C)noc3C)C2)cc1F (stereo not given)	-0.03	-2.1
CN1C(=O)/C(=C/c2ccccc2OCc2ccc(F)cc2)N(C)C1=S	-0.5	-0.7
COc1ccc(C2(c3ccc(OC)cc3)NC(=O)N(CC(=O)NC3CCCC3)C2=O)cc1	0.05	-0.5
CC(C)CCNC(=O)c1onc(CSc2ccncc2)c1C(=O)NCCC(C)C	0.88	0.5
C[C@@H]1CN([C@@H](C)CO)C(=O)c2cc(N(C)C)ccc2O[C@@H]1CN(C)S(C)(=O)=O	·	-0.4
Cc1ccc(CN2CCN(Cc3cnn(-c4ccc(F)cc4)c3)CC2CCO)o1 (stereo not given)	0	0.1
Fc1cccc(Nc2ncnc3c2cnn3-c2ccccc2)c1	-0.25	1.3
O=C(O)c1cccc(OS(=O)(=O)c2cc(Br)ccc2Br)c1	·	-0.4
